UGM FP inh: blocks M. tuberculosis UGM enzyme | hit rate 0.06% among 320,000 | P9WIQ1 | inhibition, % at 10 µM | purified UGM, fluorescence polarization probe displacement; in the data active = inhibition above about 10%, passing the limit was not always enough; inconclusive = no clear call, values can overlap the other calls
Target sequence (P9WIQ1 whole entry, looked up): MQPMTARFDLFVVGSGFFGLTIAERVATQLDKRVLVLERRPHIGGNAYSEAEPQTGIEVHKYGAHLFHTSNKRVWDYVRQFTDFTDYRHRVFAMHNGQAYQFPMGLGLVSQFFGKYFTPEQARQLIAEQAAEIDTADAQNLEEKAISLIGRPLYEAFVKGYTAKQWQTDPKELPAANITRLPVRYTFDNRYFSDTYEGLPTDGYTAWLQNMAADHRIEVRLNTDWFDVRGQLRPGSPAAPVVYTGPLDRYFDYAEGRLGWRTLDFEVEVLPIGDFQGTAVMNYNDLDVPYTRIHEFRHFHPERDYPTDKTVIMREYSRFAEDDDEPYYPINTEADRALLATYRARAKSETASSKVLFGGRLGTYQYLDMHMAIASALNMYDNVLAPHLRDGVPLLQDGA
CCHF vOTU inh: CCHFV vOTU protease inhibition | Pep-AMC fluorescence | inhibition, % at 11.5 µM | hit rate 0.55% among 370,000 | AID 651958; also: 0% = vehicle wells with enzyme and 100% = no enzyme wells
DUSP3 inh: blocks human VHR1 dual specificity phosphatase | P51452 | recombinant VHR phosphatase, pNPP absorbance | inhibition, % at 13.3 µM | hit rate 0.52% among 290,000 | AID 1654; in the data active = inhibition above about 50%; also: some compounds called inactive have numbers as strong as hits
GDH-TPI counter: GDH-TPI coupled enzyme inhibition counter-screen; GDH-TPI coupled enzyme counterscreen, NADH absorbance; inhibition, % at 4.8 µM; hit rate 1.2% among 360,000;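 also: 0% = DMSO wells and 100% = wells lacking the enzyme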
BioA inh: blocks M. tuberculosis BioA enzyme activity | purified M. tuberculosis BioA enzyme, plate reader | inhibition, % at 9.99 µM | AID 602481 | hit rate 0.096% among 360,000; in the data active = inhibition above about 40%; inconclusive = no clear call, values can overlap the other calls
FadD28 FP inh: M. tuberculosis FadD28 bisubstrate binding inhibition; FadD28 bisubstrate probe binding, fluorescence polarization; inhibition, % at 12.5 µM; hit rate 0.22% among 360,000; in the data active = inhibition above about 8.5%, passing the limit was not always enough; inconclusive = no clear call, values can overlap the other calls
BoNT F protease: BoNT F light chain protease inhibition; Multiplex microsphere protease cleavage assay, flow cytometry; AID 588497; inhibition, % at 10 µM; hit rate 0.22% among 360,000; in the data active = inhibition above about 35%, passing the limit was not always enough; inconclusive = no clear call, values can overlap the other calls; also: plate controls were buffer without enzyme for full effect and enzyme alone for no effect
Rv3671c protease: Rv3671c (M. tuberculosis) protease inhibition; inhibition, % at 5.96 µM; hit rate 0.048% among 320,000; AID 2606; P9WHR9; in the data active = inhibition above about 38%;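 also: extracellular domain of Rv3671c used as enzyme; 0% = enzyme with DMSO and 100% = no enzyme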
Target sequence (P9WHR9 whole entry, looked up, the tested form may be a part): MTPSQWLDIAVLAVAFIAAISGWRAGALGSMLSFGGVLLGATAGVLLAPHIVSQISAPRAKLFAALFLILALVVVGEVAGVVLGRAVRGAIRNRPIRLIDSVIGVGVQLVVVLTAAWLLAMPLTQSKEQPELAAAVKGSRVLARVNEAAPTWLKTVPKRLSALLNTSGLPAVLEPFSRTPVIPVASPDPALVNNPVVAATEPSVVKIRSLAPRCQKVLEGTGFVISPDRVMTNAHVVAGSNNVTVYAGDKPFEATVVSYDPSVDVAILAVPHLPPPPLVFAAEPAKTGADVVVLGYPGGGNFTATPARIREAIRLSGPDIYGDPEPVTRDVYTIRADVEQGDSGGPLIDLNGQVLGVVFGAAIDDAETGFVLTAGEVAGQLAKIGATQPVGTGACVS
MazF activator: activators of E. coli MazEF toxin-antitoxin RNase; P0AE70; AID 504720; activation, % at 20 µM; FAM/BHQ RNA-DNA oligo cleavage fluorescence, 5 h; hit rate 0.32% among 350,000; in the data active = activation above about 50%
Target sequence (P0AE70 whole entry, looked up): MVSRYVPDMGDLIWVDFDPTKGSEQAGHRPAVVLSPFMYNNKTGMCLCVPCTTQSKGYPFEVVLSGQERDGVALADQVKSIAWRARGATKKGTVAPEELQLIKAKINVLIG
Mtb FBA inh: Mtb fructose-bisphosphate aldolase inhibition. hit rate 2.3% among 360,000. AID 588726. purified M. tuberculosis FBA, fluorescence read-out. inhibition, % at 1 µM; in the data active = inhibition above about 27%;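 also: 0% = vehicle and 100% = reference inhibitor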
The depositor's hits bear a star; ? = inconclusive; / = not tested or not shown; + = active, no number; & = joins results of further samples. Rule as the data show it, unless noted: active = inhibition above about 30%; inactive = the rest. Compounds were not picked by outcome; overall some 4.9% were active at least once.

SMILES	UGM FP inh	CCHF vOTU inh	DUSP3 inh	GDH-TPI counter	BioA inh	FadD28 FP inh	BoNT F protease	Rv3671c protease	MazF activator	Mtb FBA inh
Cc1cc(C)cc(NC(=S)N2CCN(Cc3ccccc3)CC2)c1	-1.1	12	10	-4	0.1	-3.6	2	1	-2	2
CCOC(=O)c1nccnc1C(=O)Nc1cccc(C(F)(F)F)c1	0.1	-7	14	-8	/	-3.8	3	4	0	0
N#Cc1c(N)nc(-c2ccccc2)nc1-c1ccccc1	0.4	1	-3	12	-1.4	0.6	-3	-6	2	0
Oc1ccc2ccccc2c1N=Nc1ccccn1	0.9	26	-21	5	-0.4	-0.3	-20	3	-8	-6
Cc1csc(SCC(=O)O)n1	1.6	5	10	-4	-1.5	-3.5	-3	-8	-7	-1
C[C@H](CO)N1C[C@H](C)[C@@H](CN(C)C(=O)Nc2ccccc2)Oc2ncc(-c3ccc(C#N)cc3)cc2C1=O	/	-9	/	-7	-0.6&-1.0&0.0	-4.1	-8	/	11	4
COc1ccc(OC)c(-c2cc(C(=O)N3CCN(c4ccccc4)CC3)no2)c1	-1.3	4	21	22	0.5	0.2	5	-10	-3	4
Cc1cccc(NC(=O)CSCC(=O)NCc2cccc(C(F)(F)F)c2)c1	-0.3	5	14	-12	1.0	-5.6	1	-5	3	0
CSc1ccccc1C(=O)N1CCCC(CNC(=O)c2ccc(F)cc2)C1 (centres undefined)	0.3	3	28	8	0.5	-1.2	-8	-5	5	5
Cc1nn(-c2ccccc2)c(C)c1/C=N/n1c(-c2ccc(Cl)cc2)n[nH]c1=S	-2.1	6	3	-4	/	-1.3	3	5	-23	3
CCCOc1ccc(N2C(=O)CC(N(C(=O)c3ccco3)c3ccc(OCCC)cc3)C2=O)cc1 (centres undefined)	0.6	-15	17	6	-2.0	-2.6	-5	-14	3	0
O=C1Cc2c([nH]c3ccc(Br)cc23)-c2ccccc2N1	/	16	/	17	/	-4.1	-3	/	2	3
CCn1c(=O)cc(SCC(=O)NCc2ccccn2)c2ccccc21	1.5	-3	55*	9	3.4	-2.2	-10	-1	-11	3
CCN(CCO)Cc1csc2c(Br)cccc12	-2.7	1	20	5	0.9	-2.7	13	1	-7	-1
Cc1onc(-c2ccccc2)c1-c1nnc(CN2CCN(S(=O)(=O)c3ccccc3)CC2)o1	0.2	1	/	2	1.6	0.0	-5	5	2	3
COc1cc(OC)c(NS(=O)(=O)c2cccc(C(=O)OCC(=O)NCC3CCCO3)c2)cc1Cl (centres undefined)	2.9	0	0	-8	0.9	-5.8	-3	-5	4	3
CCc1cccc(C)c1NC(=O)C1C2CCC(O2)C1C(=O)O (centres undefined)	3.4	13	-4	-6	-0.2	-2.5	?	4	-2	4
O=C(c1ccccc1Br)N(Cc1ccccc1)c1ccccc1	-2.4	20	-32	9	0.0	-6.1	0	6	0	-2
Fc1cccc(F)c1CSc1nc2ccccc2[nH]1	1.2	-5	1	2	2.3	-2.6	-5	-2	0	2
CN(C)c1oc(-c2cccs2)nc1C#N	-0.2	-231	-2	30	-1.8	-2.3	4	8	1	+

Next section, overlapping the part above by two compounds.
SMILES	UGM FP inh	CCHF vOTU inh	DUSP3 inh	GDH-TPI counter	BioA inh	FadD28 FP inh	BoNT F protease	Rv3671c protease	MazF activator	Mtb FBA inh
Fc1cccc(F)c1CSc1nc2ccccc2[nH]1	1.2	-5	1	2	2.3	-2.6	-5	-2	0	2
CN(C)c1oc(-c2cccs2)nc1C#N	-0.2	-231	-2	30	-1.8	-2.3	4	8	1	+
COc1ccc(/C=N/NC(=O)c2ccc(COc3ccccc3Cl)o2)cc1	2.8	16	20	25	-3.4	-1.7	-9	-5	-21	1
Clc1ccc(CSc2ccc(-c3cccnc3)nn2)cc1	5.2	-10	11	8	/	-1.2	-3	0	-1	0
O=C(NCc1ccco1)c1ccc(NS(=O)(=O)c2cccc([N+](=O)[O-])c2)cc1	1.4	15	26	7	0.3	-0.4	-1	4	6	-1
O=C(Nc1ccccc1)c1ccc(CSc2ncccn2)cc1	0.9	3	12	-16	-1.1	-2.2	-2	-1	2	-7
Cc1cc(C)n(-c2ccc(C(=O)O)cc2)n1	0.7	3	7	0	/	-2.0	-5	3	-1	3
Cc1cc(C)n(CC(O)COc2ccccc2C(=O)Nc2ccccc2)n1 (centres undefined)	-1.9	-5	36	6	-0.4	-2.0	18	7	-4	-2
CCC(=O)N1CCC(C)(C(=O)Nc2ccc3c(c2)OCCO3)C1 (centres undefined)	/	-3	/	11	1.3	1.6	-3	/	/	-2
CC(C)C(c1nnnn1Cc1ccc(F)cc1)N1CCN(C2CCCCC2)CC1 (centres undefined)	0.4	0	36	9	-0.8	-0.3	-10	0	1	-1
Cc1ccc(C(=S)N2CCN(Cc3ccccc3)CC2)cc1	-1.6	5	28	5	/	-0.3	1	-5	9	2
O=C1c2ccccc2C(=O)N1Cc1nc(-c2ccccc2)no1	-1.1	-2	1	-1	/	-2.2	-5	7	7	-1
Nc1nc(NCCCN2CCOCC2)nc(Nc2ccccc2F)c1[N+](=O)[O-]	3.1	18	20	21	/	-1.6	-10	4	11	1
OC(c1cccc(Cl)c1)c1nc(-c2cc3ccccc3o2)cs1 (centres undefined)	/	5	/	7	-1.5	-2.2	-4	/	/	3
CC(C)(C)c1cc[n+](-c2[nH]c(=O)sc2/C=N/N=C(\[O-])c2cccnc2)cc1	-0.9	5	6	32*	0.1	-3.9	-8	-9	0	-3
Cc1ccc(S(=O)(=O)c2nc(-c3ccc(F)cc3)oc2SCC(N)=O)cc1	-3.3	3	22	-4	-0.3	-4.0	3	-9	-2	6
Cc1noc(C)c1C(=O)N1CCCC1	0.5	2	24	4	2.5	-1.7	-7	-4	7	2
Cc1cc(OCC(=O)NC2CCS(=O)(=O)C2)c2c3c(c(=O)oc2c1)CCC3 (centres undefined)	2.8	-19	22	3	-1.4	-0.3	-2	-4	2	23
CC(=O)NC1CC2CCCC(C1)N2C(=O)Nc1ccccc1 (centres undefined)	-1.2	-4	15	-2	1.2	-2.6	-1	1	6	3
COc1cc(OC)cc(C(=O)Nc2ccc(C(=O)c3ccncc3)cc2)c1	1.0	0	18	15	1.2	-10	-2	-13	9	1
CCOC(=O)C1CCN(C(=O)C2CCN(c3nc4ccc(OC)cc4s3)CC2)CC1	1.9	12	19	-14	1.3	-3.6	12	-1	4	-9
CCOC(=O)CNC(=O)C(=O)c1c(O)[nH]c2ccccc12	1.2	-9	0	2	-0.2	-4.6	-6	4	2	-4
CC(=O)Nc1cccc(-c2ccnc3c2CC(C(=O)Nc2ccc(Cl)cc2)O3)c1 (centres undefined)	/	8	/	8	-0.2	-5.2	-1	/	/	-2
Cc1cc(C)cc(N(CC(=O)NCc2cccnc2)S(C)(=O)=O)c1	1.4	-5	32	2	0.9	-2.1	-1	2	-4	0
CC(=O)Nc1nonc1-c1nc2ccccc2n1CCC#N	1.5	-24	14	5	-0.2	-1.8	2	-1	-4	20
COc1ncnc2c1ncn2CC1COC(C)(C)O1 (centres undefined)	0.4	-10	/	-7	0.8	-2.1	?	6	2	3
CC(=O)C[C@@H](O)CC(=O)[C@@H]1OC(=O)[C@H](C)C/C=C\Cc2ccccc21	-2.0	15	/	-5	-2.3	-3.2	-1	-1	0	-2
CCC(COC(=O)c1ccccc1)Oc1cc(NCc2ccccc2)c2ncn(C(C)C)c2c1 (centres undefined)	-2.6	29	/	8	-1.7	-2.7	8	1	-8	-1
O=S(=O)(c1ccc2ccccc2c1)N1CCC(c2nc(-c3ccncc3)no2)CC1	3.5	-10	9	-6	0.0	-3.7	2	-9	0	0
O=C(N/N=C/c1coc2ccccc2c1=O)c1cc2ccccc2o1	/	-4	18	9	-1.1	-0.2	-4	6	-18	-1
CC(C)(C)OC(=O)Nc1ncnc2c1ncn2C1OC(CO)C2OC(C)(C)OC21 (centres undefined)	2.9	-8	17	-4	-1.3	0.2	?	-11	3	3
NS(=O)(=O)c1ccc(Oc2ccc(S(N)(=O)=O)cc2)cc1	0.6	1	16	-3	/	2.2	-4	-6	4	-1
CC(C)CNC(=S)N1CCC(NC(=O)C23CC4CC(CC(C4)C2)C3)CC1	-0.7	8	9	-2	-1.1	-1.1	-2	2	4	2
CN1CCN(Cc2ccc(-c3ccc(Cl)cc3)o2)CC1	2.5	/	-5	-4	2.9	-3.5	3	-6	-2	-1
O=c1c2cccc3c2c(nn1-c1ccccc1)-c1ccccc1-3	1.7	-5	-4	-2	-5.8	0.3	8	-13	33	-1
CN1OC(Cn2cc(C#N)c(=O)n(C)c2=O)CC1c1ccccc1 (centres undefined)	-0.7	-7	15	1	/	-1.3	-1	7	2	7

Entries listed so far containing an aryl thioether with sulfur outside any ring (seven):
SMILES	UGM FP inh	CCHF vOTU inh	DUSP3 inh	GDH-TPI counter	BioA inh	FadD28 FP inh	BoNT F protease	Rv3671c protease	MazF activator	Mtb FBA inh
Cc1csc(SCC(=O)O)n1	1.6	5	10	-4	-1.5	-3.5	-3	-8	-7	-1
CSc1ccccc1C(=O)N1CCCC(CNC(=O)c2ccc(F)cc2)C1 (centres undefined)	0.3	3	28	8	0.5	-1.2	-8	-5	5	5
CCn1c(=O)cc(SCC(=O)NCc2ccccn2)c2ccccc21	1.5	-3	55*	9	3.4	-2.2	-10	-1	-11	3
Fc1cccc(F)c1CSc1nc2ccccc2[nH]1	1.2	-5	1	2	2.3	-2.6	-5	-2	0	2
Clc1ccc(CSc2ccc(-c3cccnc3)nn2)cc1	5.2	-10	11	8	/	-1.2	-3	0	-1	0
O=C(Nc1ccccc1)c1ccc(CSc2ncccn2)cc1	0.9	3	12	-16	-1.1	-2.2	-2	-1	2	-7
Cc1ccc(S(=O)(=O)c2nc(-c3ccc(F)cc3)oc2SCC(N)=O)cc1	-3.3	3	22	-4	-0.3	-4.0	3	-9	-2	6

Screens as filed in PubChem.
